# E-sel inducer – induces E-selectin expression in human endothelial cells. AID 686992. activation, % at 7.58 µM. actives 0.37% (n = 260,000). HUVEC E-selectin immunofluorescence imaging; normalized: neutral wells 0, TNF-alpha wells 100;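 active = mean E-selectin-positive cell signal at least 10% of the positive control, reached in at least 60% of replicates, without over 20% cell loss; inconclusive = no rule given, readout overlaps actives, possibly toxicity-flagged; inactive = the rest, including those meeting only one limit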;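 also: in these data hits start at about 27%; measured in HUVEC primary endothelial cells; signal is the percent of cells scored E-selectin positive by PE staining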
# Target sequence (P16581 whole entry, looked up): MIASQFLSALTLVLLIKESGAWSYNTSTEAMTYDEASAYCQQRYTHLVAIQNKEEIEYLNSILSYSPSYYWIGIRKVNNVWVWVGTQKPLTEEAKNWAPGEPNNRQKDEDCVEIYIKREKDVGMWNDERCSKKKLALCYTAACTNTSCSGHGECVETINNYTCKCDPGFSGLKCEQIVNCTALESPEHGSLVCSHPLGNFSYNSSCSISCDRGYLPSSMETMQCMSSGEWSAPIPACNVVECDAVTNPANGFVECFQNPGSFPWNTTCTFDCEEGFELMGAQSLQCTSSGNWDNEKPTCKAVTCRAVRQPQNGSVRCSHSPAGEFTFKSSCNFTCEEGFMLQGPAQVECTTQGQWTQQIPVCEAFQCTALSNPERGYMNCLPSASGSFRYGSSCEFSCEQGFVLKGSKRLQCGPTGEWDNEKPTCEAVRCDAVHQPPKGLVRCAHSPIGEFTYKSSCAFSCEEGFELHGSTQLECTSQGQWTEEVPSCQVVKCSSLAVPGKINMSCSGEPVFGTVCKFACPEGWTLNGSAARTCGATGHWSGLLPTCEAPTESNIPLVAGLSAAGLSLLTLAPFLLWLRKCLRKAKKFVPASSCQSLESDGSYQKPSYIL
#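 material = human umbilical vein endothelial cells (HUVEC), E-selectin induction | quantity = 3,000 cells/well | medium = EGM-2 growth medium on 0.1% gelatin-coated wells | technique = immunofluorescence imaging | read-out basis = % PE-positive cells | control set = TNF-alpha positive control, DMSO neutral control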
# RAD52 inh – RAD52 (human) annealing inhibition; P43351; recombinant RAD52 DNA annealing, FRET fluorescence; inhibition, % at 18.7 µM; actives 0.46% (n = 360,000);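 active = every replicate showing at least 50% inhibition; inconclusive = mean inhibition at least 50% but not in every replicate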
# Target sequence (P43351 whole entry, looked up): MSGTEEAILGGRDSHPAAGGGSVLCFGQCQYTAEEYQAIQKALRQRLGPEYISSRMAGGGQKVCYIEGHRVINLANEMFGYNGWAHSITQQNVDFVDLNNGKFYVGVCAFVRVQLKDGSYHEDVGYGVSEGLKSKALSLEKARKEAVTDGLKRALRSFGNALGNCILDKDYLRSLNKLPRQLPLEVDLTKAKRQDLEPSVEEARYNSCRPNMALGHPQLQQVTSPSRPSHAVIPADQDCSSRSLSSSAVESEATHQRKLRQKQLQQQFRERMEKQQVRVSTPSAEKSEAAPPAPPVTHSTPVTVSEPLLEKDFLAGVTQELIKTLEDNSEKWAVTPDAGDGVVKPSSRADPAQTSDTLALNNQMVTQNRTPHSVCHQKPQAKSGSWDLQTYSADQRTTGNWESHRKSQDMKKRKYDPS
# Active calls of the source: *; ? = inconclusive. Only part of the results is shown (hit frequency here may not be typical).
SMILES,E-sel inducer,RAD52 inh
O=C1NC[C@H](CCCCN2C[C@H](Cc3ccccc3)N(CC3CCCCC3)C(=O)C2=O)N(CCC2CCCCC2)C1=O,-0.5,2
O=C(CCl)Nc1cccc(S(=O)(=O)NC2=NCCC2)c1,0.2,-5
COC(=O)CCCn1cc(CN2CC(N3CCN(Cc4ccccc4F)CC3)CS2(=O)=O)nn1 (stereo not drawn),?,-10
O=C1c2ccccc2C(c2nnnn2Cc2ccccc2)N1Cc1cccnc1 (stereo not drawn),3.3,-12
COc1ccc(Oc2ccc(C(F)(F)F)cc2NC(=O)c2ccc(OC)cc2)cc1,3.5,1
CC1(C)Cc2cccc(OC(=O)NC3CCCCC3)c2O1,4.4,-16
O=S1(=O)CC(N2CCN(CCO)CC2)CN1Cc1cn(Cc2cccc(C(F)(F)F)c2)nn1 (stereo not drawn),0.4,-12
CCCCCCCCN1C(=O)[C@H](CC(=O)NCc2ccc(OC)c(OC)c2)C[C@@]2(C(=O)OCC)CCC=C12,0.7,-15
CN1CCN(C2CN(Cc3cn(Cc4cccc(C(F)(F)F)c4)nn3)S(=O)(=O)C2)CC1 (stereo not drawn),2.4,-16
COCCCn1cc(CN2CC(N3CCN(CCO)CC3)CS2(=O)=O)nn1 (stereo not drawn),3.5,-6
CC1(c2nnnn2Cc2ccccc2)CCC(=O)N1CCCn1ccnc1 (stereo not drawn),-4.6,-12
CCCc1nc2c3ccccc3ccn2c1Cc1ccccc1OC,5.4,-41
Cc1ccc(S(=O)(=O)N2CC3C(=O)C[C@@H](c4ccccc4Cl)N(S(=O)(=O)c4ccc(C)cc4)C3CC2c2ccccc2)cc1 (stereo partly drawn),1.5,-10
COC(=O)C1=CN(c2cccc(OCc3ccccc3)c2)C(N)=C(C#N)C1c1ccc(-c2ccccc2)cc1 (stereo not drawn),-0.4,-49
COC(=O)[C@@]1(Cc2ccc(OC)cc2)[C@H]2c3cc(C(=O)N4CCCC4)n(CCc4ccc(OC)c(Br)c4)c3C[C@H]2CN1C(=O)c1ccccc1,?,-26
CC(C)n1nnnc1C1c2ccccc2C(=O)N1Cc1ccccc1 (stereo not drawn),-0.2,-5
CCN(C)C1CN(Cc2cn(Cc3cccc(Cl)c3)nn2)S(=O)(=O)C1 (stereo not drawn),2.0,-7
O=C(CCCn1c(=O)c2sccc2n(CC(=O)NCC2CCCO2)c1=O)NCc1ccco1 (stereo not drawn),8.6,-8
O=S1(=O)CC(N2CC=CC2)CN1Cc1cn(Cc2ccc(F)cc2)nn1 (stereo not drawn),-0.1,2
CC(Cc1n[nH]c(=S)o1)c1ccccc1 (stereo not drawn),-1.8,-3

# Quoted at random: five entries already listed
SMILES,E-sel inducer,RAD52 inh
COCCCn1cc(CN2CC(N3CCN(CCO)CC3)CS2(=O)=O)nn1 (stereo not drawn),3.5,-6
CC1(c2nnnn2Cc2ccccc2)CCC(=O)N1CCCn1ccnc1 (stereo not drawn),-4.6,-12
CC1(C)Cc2cccc(OC(=O)NC3CCCCC3)c2O1,4.4,-16
Cc1ccc(S(=O)(=O)N2CC3C(=O)C[C@@H](c4ccccc4Cl)N(S(=O)(=O)c4ccc(C)cc4)C3CC2c2ccccc2)cc1 (stereo partly drawn),1.5,-10
O=S1(=O)CC(N2CCN(CCO)CC2)CN1Cc1cn(Cc2cccc(C(F)(F)F)c2)nn1 (stereo not drawn),0.4,-12

# Structures above containing a CF3 group (3):
SMILES,E-sel inducer,RAD52 inh
COc1ccc(Oc2ccc(C(F)(F)F)cc2NC(=O)c2ccc(OC)cc2)cc1,3.5,1
O=S1(=O)CC(N2CCN(CCO)CC2)CN1Cc1cn(Cc2cccc(C(F)(F)F)c2)nn1 (stereo not drawn),0.4,-12
CN1CCN(C2CN(Cc3cn(Cc4cccc(C(F)(F)F)c4)nn3)S(=O)(=O)C2)CC1 (stereo not drawn),2.4,-16

# Further structures follow.
SMILES,E-sel inducer,RAD52 inh
O=C1N2CCCCC1(Sc1ccccc1)CCC2 (stereo not drawn),-0.3,-7
CCOC(=O)[C@]12CCCC=C1N(Cc1ccccc1)C(=O)[C@H](CC(=O)NCc1cccc3ccccc13)C2,?,-19
COC(=O)[C@]12CCCCC=C1N(Cc1ccccc1)C(=O)[C@H](CC(=O)NCC1CCCCC1)C2,2.4,-11
COc1ccccc1CNC(=O)CSc1ccc(-c2ccccn2)nn1,-0.2,-9
O=S1(=O)N[C@@H](Cc2ccccc2)COc2cc(N3CCN(Cc4ccccc4F)CC3)ccc21,2.4,-11
C[C@@H]1NS(=O)(=O)c2c(F)cccc2O[C@@H]1c1ccccc1,-0.5,-11
CN1CCC(N2CCN(C3CN(Cc4cn(Cc5ccc(F)cc5)nn4)S(=O)(=O)C3)CC2)CC1 (stereo not drawn),1.6,-17
C#CCNC(=O)C[C@@H]1C[C@@]2(C(=O)OCC)CCC=C2N(Cc2ccc3c(c2)OCO3)C1=O,1.9,-14
CC(C)NC(=O)C1C(c2ccccc2)=Nc2ccccc2N1C(=O)c1ccc(C(F)(F)F)cc1 (stereo not drawn),-1.2,-20
COc1ccc(CNC(=O)N(C)C[C@@H]2OCc3ccccc3-c3c(n(C)c4ccccc34)C(=O)N([C@@H](C)CO)C[C@@H]2C)cc1,-6.2,-3
CCOC(=O)C1=C(C)N(CCCC(=O)NCc2ccc3c(c2)OCO3)C(=O)NC1c1ccc(Br)cc1 (stereo not drawn),0.1,-2
CC(C)(C)C(C(=O)NCc1ccccc1)N1CCN(CCN2CCOCC2)CC1 (stereo not drawn),0.4,-13
CN(C)C(=O)C[n+]1ccc(C(N)=O)cc1,1.1,-8
Cc1ccc(C)c(N2CCN(C(C(=O)NC3CCCC3)c3ccco3)CC2)c1 (stereo not drawn),0.2,-17
CCCCOCC1CN(CCCC)S(=O)(=O)c2c(NCc3cc(OC)c(OC)c(OC)c3)cccc2O1 (stereo not drawn),-0.1,-5
COc1cc(C(=O)C(=O)N2CCN(c3ccc(C)cc3)CC2)cc2ccccc12,5.7,-25
CCC(CC)C(=O)N=C1SC2CS(=O)(=O)CC2N1CCc1ccc(OC)c(OC)c1 (stereo not drawn),2.1,-9
Nc1nc2ncccc2cc1C(=O)NC1CCCCC1,2.5,-15
CC(C)C[C@H]1CN(CCCC[C@H]2CNC(=O)C(=O)N2CC2CCCCC2)C(=O)C(=O)N1CCC1CCCCC1,0.4,-13
COc1ccc(NC(=O)C2c3ccccc3OCC(=O)N2Cc2ccc3c(c2)OCO3)cc1 (stereo not drawn),1.3,0
O=C(Nc1ccc2ccccc2c1)C(c1ccccc1)n1c(=O)c(-c2cc3ccccc3[nH]2)nc2ccccc21 (stereo not drawn),1.4,-30
CCCCCCCCN1C(=O)[C@H](CC(=O)NCc2ccc(OC)c(OC)c2)C[C@@]2(C(=O)OCC)CCCC=C12,-3.1,-12
CC(C)(C)NC(=O)C(c1cc2ccccc2o1)n1c(=O)c(-c2ccco2)nc2ccccc21 (stereo not drawn),1.0,-44
C=CCC[C@H](CCCCC)OC(=O)/C=C/[C@H](O)[C@@H](O)C[C@H](O)CC=C,-5.2,11
Cc1ccc(-c2cc(C(=O)Nc3cccnc3)[nH]n2)c(O)c1C,6.2,-8
CC(C)C[C@@H](COCc1ccc(Cl)cc1)N1CCN(C(=O)c2ccc(Cl)cc2Cl)CCC1=O,-6.5,4
CCOC(=O)/C(C#N)=N\Nc1cc(Cl)ccc1OC,0.2,-271
Cc1ccc2nc(-c3ccc(F)cc3)c(Cc3ccsc3)n2c1,-1.3,-15
O=C(NCCc1cccs1)c1ccc(Cl)cc1,18,-23
O=C(Nc1ccccc1)c1cccc(Cn2cc(C(F)(F)F)ccc2=O)c1,0.9,-2
CCCCCNC(=O)C(c1ccnc2ccccc12)n1c(=O)c(-c2cc3ccccc3[nH]2)nc2ccccc21 (stereo not drawn),0.5,-18
CC(=O)N/N=C(\C)CCc1ccccc1,0.4,-3
CCN(C)C1CN(Cc2cn(CCCC(=O)OC)nn2)S(=O)(=O)C1 (stereo not drawn),-0.3,-6
CC(=O)NCC(=O)NNC1CC(=O)N(c2cccc(Cl)c2)C1=O (stereo not drawn),2.3,-10
CCCCOCC1CN(CCCC)S(=O)(=O)c2c(cccc2N2CCCC2)O1 (stereo not drawn),0.1,-2
FC(F)(F)c1cccc(OCc2noc(-c3ccsc3)n2)c1,2.7,-13
Cc1ccccc1CN1C(=O)c2ccccc2C1c1nnnn1-c1ccc2c(c1)OCCO2 (stereo not drawn),0.7,-12
NC(=O)C1(C(N)=O)OC1c1ccccc1 (stereo not drawn),0.0,-8
CC(C)(C)C(=O)c1c(N)[nH]c(C(=O)c2ccccc2)c1-c1ccc(C(F)(F)F)cc1,-0.3,-10
CCCC[C@@H]1CC2=C(C(=O)OC(C)(C)O2)[C@@H](c2ccc(Cl)cc2)O1,0.3,-17
CN1CCN(C(=O)C2=NOC3(C2)C(=O)Nc2ccccc23)CC1 (stereo not drawn),0.1,-11
COc1ccc(CN2C(=O)c3ccccc3C2c2nnnn2-c2c(C)cccc2C)cc1OC (stereo not drawn),-6.3,-12
COc1ccc(-c2c(C#N)sc(C(N)=O)c2-c2ccc(OC)cc2)cc1,-0.3,-12
COCCN1C(=O)c2ccccc2C1c1nnnn1Cc1ccccc1 (stereo not drawn),3.0,-14
COc1cccc(-c2nc(-c3cccc(C)c3)nc3cc(Cl)ccc23)c1,1.8,6
CC(=O)Nc1nc(C)c(Oc2cccc(C(F)(F)F)c2)c(=O)[nH]1,-0.1,-4
CCCCC(=O)Nc1cccc(NC(=O)c2cccnc2Cl)c1,2.4,-3
Fc1ccc(-c2nc3c(Cl)cc(C(F)(F)F)cn3c2Cc2cccc(Cl)c2)cc1,-0.5,-28
O=C(NCc1ccccc1)C(c1ccc(C(F)(F)F)cc1)N1CCN(CCN2CCOCC2)CC1 (stereo not drawn),?,6
COC(=O)C1=CN(c2ccc(OC)cc2)C(N)=C(C#N)C1c1cccc2ccccc12 (stereo not drawn),0.1,-30
COc1ccc(Cn2cc(CN(C)C3CN(Cc4cn(Cc5ccc(OC)cc5)nn4)S(=O)(=O)C3)nn2)cc1 (stereo not drawn),0.3,-16
Cc1ccc(-c2nn(-c3ccccc3)cc2/C=C/C(=O)Nc2cccc(S(N)(=O)=O)c2)cc1,1.8,-15
Cc1cccc(C)c1NC(=O)C(c1ccc(-c2ccccc2)cc1)n1c(=O)c(-c2ccco2)nc2ccccc21 (stereo not drawn),2.1,-39
CN(CC(=O)NCc1ccncc1)S(=O)(=O)c1ccc(Cl)cc1,1.6,-10
COc1ccc2c3c([nH]c2c1)[C@@H](CO)N(Cc1cccnc1)CC31CN(C(=O)c2cccnc2)C1,-0.3,-18
Cc1nccn1-c1ccc(NC(=O)[C@H]2O[C@@H](n3ccc(=O)[nH]c3=O)[C@H](O)[C@@H]2O)cc1,6.5,-14
COc1ccc(CN2C(=O)COc3ccccc3C2c2nc3ccccc3[nH]2)cc1 (stereo not drawn),4.0,-14
Cc1ccsc1C(=O)OCC(=O)NCCCc1ccccc1,-0.1,-5
O=C(COc1ccccc1F)NC12CC3CC(CC(C3)C1)C2,2.8,-8
O=C(Nc1c(-c2ccccc2)[nH][nH]c1=O)c1ccccc1,1.7,-22

# The last five records of the section before open the next one.
SMILES,E-sel inducer,RAD52 inh
Cc1nccn1-c1ccc(NC(=O)[C@H]2O[C@@H](n3ccc(=O)[nH]c3=O)[C@H](O)[C@@H]2O)cc1,6.5,-14
COc1ccc(CN2C(=O)COc3ccccc3C2c2nc3ccccc3[nH]2)cc1 (stereo not drawn),4.0,-14
Cc1ccsc1C(=O)OCC(=O)NCCCc1ccccc1,-0.1,-5
O=C(COc1ccccc1F)NC12CC3CC(CC(C3)C1)C2,2.8,-8
O=C(Nc1c(-c2ccccc2)[nH][nH]c1=O)c1ccccc1,1.7,-22
N#Cc1nc(COc2cccc(Cl)c2)oc1NCCN1CCOCC1,5.7,-15
COc1ccccc1-c1nnc(SC)n1C,-0.6,-8
CC(C)(C)NC(=O)C(c1cccc2ccccc12)n1c(=O)c(-c2ccco2)nc2ccccc21 (stereo not drawn),0.0,-46
CCCCC(=O)Nc1ccc(C(=O)N(CC)c2ccccc2C)cc1,8.7,-10
O=C(NCc1ccccn1)[C@@H]1CCCN1C(=O)[C@@H]1CCCN1C(=O)c1cccs1,0.6,-20
C#CCNC(=O)C[C@@H]1C[C@@]2(C(=O)OC)CCCCC=C2N(CCCCCCCC)C1=O,0.9,-18
CCOC(=O)[C@]12CCC=C1N(Cc1ccccc1)C(=O)[C@H](CC(=O)NCc1ccc(OC)c(OC)c1)C2,0.7,-22
CCN(CC)c1ccc(N2C(=O)/C(=C/c3ccccn3)SC2=S)cc1,1.0,8
Cc1cc(C)c2c(CN3CCOCC3)cc(=O)oc2c1C,2.9,-13
CC(C)Oc1ccccc1/C=N/NC(=O)c1ccccc1Cl,-0.4,-8
CCc1ccc(C2=CC(=O)CC(C)(C)C2=O)cc1,-1.6,-8
COc1ccc(CC(=O)NNc2ncnc3c2cnn3Cc2ccccc2)cc1OC,6.8,-1
C[C@@H]1COc2cc(N3CCC[C@H]3CO)ccc2S(=O)(=O)N1,-0.1,-8
CN(CCO)c1cccc2c1S(=O)(=O)N[C@@H](Cc1ccccc1)CO2,2.5,-10
Cc1ccc(C2=CC(=O)CC(C)(C)C2=O)cc1,-1.7,-3
O=S1(=O)N[C@H](Cc2ccccc2)COc2cc(N3CCN(Cc4ccccc4F)CC3)ccc21,2.9,-27
COC(=O)C[C@@H]1CC[C@H](NS(=O)(=O)c2cccc(F)c2)[C@@H](CO)O1,7.7,0
CCOC(=O)N1CCN(C(=O)C[C@@H]2C[C@@]3(C(=O)OCC)CCC=C3N(Cc3ccc4c(c3)OCO4)C2=O)CC1,0.9,-6
NCC(=O)NCC(=O)OCc1ccccc1,-1.5,-3
COc1ccc(OC)c(N2C(=O)c3ccccc3C2c2nnnn2-c2ccc3c(c2)OCCO3)c1 (stereo not drawn),2.6,-25

# Source: PubChem
